KDM5B inh – inhibitors of human KDM5B histone demethylase; Q9UGL1; KDM5B demethylase, FDH-coupled NADH fluorescence (FDH is formaldehyde dehydrogenase); Potency, µM (titrated, usually from 57.7 µM), inactives show at the top dose activity change, negative = inhibition, hits mostly inhibitors; 220,000 tested, 2.6% active; AID 1347165; active means well fitted inhibition curve with a large enough effect; inconclusive means small, poorly fitted or top-dose-only effect; inactive means no such curve, though single readings can be large or run the other way; further: 0% is about no effect; nearly all actives have a fitted effect of over 70% in size
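Here, H3K4me3 peptide (12.5 µM in substrate mix) is demethylated by KDM5BΔAP, 200 nM final, after 10 min compound exposure. Formaldehyde product is coupled through FDH (0.25 U/mL in mix) to NADH fluorescence; 30-min ΔRFU feeds dose-response curves.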
Starred values were filed as active, the others as inactive; i = inactive; ? = inconclusive; & = joins results of further samples; [ ] = remark or other dose. Potency means the concentration at half of the fitted maximal effect. An excerpt; count on the stated rates, not on these rows.

SMILES	KDM5B inh
CNc1nccc(N2CCC(CC(=O)NCc3cccc(OC)c3OC)CC2)n1	-34%
Cc1cccc(CC2CC(=O)N(c3ccc4ccccc4n3)C2=O)c1 (centres undefined)	19%
CCOC(=O)N1CCN(C(=O)C2CCN(C(=O)c3ccccc3C)CC2)CC1	?
N#CCCN(C(=O)COC(=O)CCC(=O)c1ccc(F)cc1)c1ccccc1	-21%
COc1ccccc1-c1cc(C(=O)O)c2cc(C)cc(C)c2n1	228%[activator]
CC1(C)NC(=O)N(CC(=O)N[C@@H]2[C@@H]3CCO[C@@H]3[C@@H]2C2CCCC2)C1=O	-8%
Cc1noc(-c2ccco2)c1C(=O)NC(C)c1ccccc1 (centres undefined)	-3%
CCOCCCNc1oc(-c2cccc3ccccc23)nc1C#N	i
COc1ccc(NC(=O)c2cn3c(nc4ccccc43)c(C#N)c2C)cc1	?
COc1ccc(NC(=O)c2cc3c(=O)n(Cc4cccnc4)ccc3nc2C)cc1OC	5%
COc1ccccc1N1CCN(CC[C@H]2CN(C(=O)c3ccccc3)CC[C@H]2CC(=O)O)CC1	-13%
O=C(Cn1c(-c2cccs2)cc2cc(Cl)ccc21)N1CCN(c2ccccc2F)CC1	?
OCC1CN(c2ccncn2)CC12CCN(Cc1ccc(F)c(F)c1)CC2 (centres undefined)	12%
COc1ccc(CCNC(=O)CSCc2cnn(-c3ccccc3)c2-n2cccc2)c(OC)c1	-6%
CN(C)C(=O)CN(C)c1nc(-c2ccccc2)c2ccccc2n1	?
CSc1oc(-c2cccs2)nc1S(=O)(=O)c1ccc(Br)cc1	?
O=C(NC[C@H]1O[C@@H](CO)[C@@H](O)[C@H]1N1CCN(c2ccccn2)CC1)c1ccco1	?
Cc1ccc(-n2c(=O)c3c(C)c(C(=O)N(C)C)sc3n(CC(=O)C(C)(C)C)c2=O)cc1C	-3%
CCc1cc(=O)oc2c(C)c(OC(C)C(=O)NCCCN3CCOCC3)ccc12 (centres undefined)	?
Cc1ccc2c(=O)cc(C(=O)Nc3ccc(S(=O)(=O)Nc4nc(C)cc(C)n4)cc3)oc2c1	-19%&-8%
COCCn1cc(C(=O)NCCc2ccc(S(N)(=O)=O)cc2)ccc1=O	12%
Cc1ccc2c(c1)-c1c(c(C(=O)N3CCN(c4cc(C)ccc4C)CC3)nn1C)CS2	22%
Cc1oc(-c2ccccc2)nc1CN1CCCC1c1nnc2ccccn12 (centres undefined)	3%
COc1ccccc1[C@@H]1CN(C(=O)c2cccnc2OC)C[C@H]1C(=O)O	2%
COc1ccc(CCNC(=O)c2ccc3c(c2)N(Cc2cccc(Cl)c2)C(=O)CS3)cc1OC	?
Cc1cccc2c(C(=O)O)cc(-c3ccc(OC(C)C)cc3)nc12	-10%
CC(C)Sc1nc2c(c(=O)n(C)c(=O)n2C)n1Cc1ccccc1	4%
CC(NC(=O)c1ccc2c(c1)sc1nc(-c3ccc(F)cc3)cn12)c1ccccc1 (centres undefined)	-22%
CCCCCCNC(=O)Cc1csc2nc(C)c(-c3cc(C)n(-c4ccc(F)cc4)n3)c(=O)n12	?
Cc1cc(C)c(NS(=O)(=O)c2ccc(N3C(=O)CCS3(=O)=O)cc2C)c(Cl)c1	12%
CCN(CC)c1ncnc2c1cnn2Cc1ccc(C)cc1	18%
Cc1cc(C)c(C(=O)N2CCCC(N3CCN(c4ccc(F)cc4)CC3)C2)o1 (centres undefined)	21%
COc1cccc(N2CCN(C(=O)C3CCN(S(=O)(=O)c4cn(C)cn4)CC3)CC2)c1	18%
COc1cccc(CN2C(=O)OC3(CCN(C(=O)CCc4cccnc4)CC3)C2(C)c2cccnc2)c1 (centres undefined)	16%
Cc1ccccc1CN(C)C(=O)CN1CCCC1c1ccc2c(c1)OCCCO2 (centres undefined)	-11%
CC(=O)Nc1c(O)c2cccc3c2n(c1=O)CCC3	-13%
COCCNC(=O)CCCN1C(=O)COc2ccc(C(=O)COc3ccccc3OC)cc21	-6%
COc1ccc(-c2cc(C(F)(F)F)n3nc(C(=O)Nc4cc(C(F)(F)F)ccc4Cl)cc3n2)cc1OC	?
CCCCCCN=C1CC(C)(C)CC(=O)/C1=C(/O)CCC	-32%
Cc1cc(C)cc(N(C)C(=O)C2CCN(c3oc(-c4ccco4)nc3C#N)CC2)c1	?
COc1cccc(CN2CCC3(CC2)CN(c2ncccn2)CC3CO)n1 (centres undefined)	22µM*
CN(C)CCCNS(=O)(=O)c1ccc(-n2nnc3ccccc32)c([N+](=O)[O-])c1	-8%
O=C1NCCCCCCN(Cc2ccncc2)[C@@H]2CN(C(=O)Nc3ccccc3F)CC[C@H]12	?
CN1c2cc(C(=O)NC3CCCCC3)ccc2C(=O)N2CCCCCC21 (centres undefined)	?
COc1ccc(NC(=O)C2CCN(S(=O)(=O)c3cn(C)cn3)CC2)cc1Cl	?
O=C(Cn1cc(SCc2ccc(F)cc2)c2ccccc21)N1CCCCCC1	-19%
O=C(CSc1nc2nn(-c3ccccc3)c(=O)c-2c2n1CCCCC2)c1ccc(OC(F)F)cc1	1%
CCOc1ccccc1C(=O)N1CCN(CCc2ccccn2)CC1	-19%
Cc1cc(Cl)ccc1NC(=O)C1CCN(c2nnc(-n3c(C)ccc3C)s2)CC1	?
CCC(=O)Nc1ccc2oc(-c3ccncc3)nc2c1	-7%
COc1ccc2c(C)c(CCC(=O)N3CCCCC3)c(=O)oc2c1	?
CCn1cc2c(n1)-c1c(oc(C(=O)Nc3cccc(C(F)(F)F)c3)c1C)CC2	?
O=C(COc1ccc(Cl)cc1)N1CCC[C@H]1c1nc(-c2ccc(F)cc2)no1	8%
Cc1nc2scc(CC(=O)NCCC(C)C)n2c(=O)c1-c1cc(C)n(-c2ccc(F)cc2)n1	28µM*
O=C(c1cccc(C(F)(F)F)c1)N1CCN(C(=O)C2CC=CCC2)CC1 (centres undefined)	22%
O=C(NC[C@H]1O[C@H](Cc2cc(-c3ccccn3)on2)CC[C@@H]1O)c1ccc2c(c1)OCO2	-20%
CC(Oc1ccc2ccc(=O)oc2c1)C(=O)Nc1ccc(C(N)=O)cc1 (centres undefined)	?
COc1cc(Cl)ccc1C(=O)N1CCC(Cc2nc(-c3ccc(F)cc3)no2)CC1	-2%
COc1ccccc1C(=O)N1CCN(C(=O)c2nnn3c2COC(c2ccccc2)C3)CC1 (centres undefined)	13%
N#Cc1ccccc1CN1CC[C@H]2C(=O)NCCCCCCN(Cc3ccncc3)[C@@H]2C1	?
New compounds follow:
SMILES	KDM5B inh
O=C(NC1CC(=O)N(c2ccc(F)cc2)C1)C(c1ccccc1)c1ccccc1 (centres undefined)	-8%
CC(C)NC(=O)C1CCc2nnc(C3CCN(C(=O)c4ccccc4)CC3)n21 (centres undefined)	22%[115 µM]
Cc1ccc(C)c(OC(=O)c2ccco2)c1C	19%
CSCCNC(=O)c1coc(COc2cccc(C(F)(F)F)c2)n1	9%
O=c1[nH]cccc1-c1nccc(C2(c3ccccc3Cl)CCNCC2)n1	?
CCOc1ccc(NC(=O)c2ccc3c(=O)n4c(nc3c2)CCCCC4)cc1	-20%
Cn1ccnc1Sc1nc2c(c(=O)n(C)c(=O)n2C)n1Cc1ccc(F)cc1	-1%
CNS(=O)(=O)c1cccc(C(=O)NCC(c2ccco2)N(C)C)c1 (centres undefined)	-29%
COc1ccccc1N(C)S(=O)(=O)c1ccc(C)c(C(=O)NC(C)c2ccccn2)c1 (centres undefined)	13%
CC(C)NC(=O)c1ccnc(-c2nnc3ccc(Nc4ccccc4)nn23)c1	-27%[86.2 µM]
Cc1cc2nc3n(c(=O)c2n1CC(=O)Nc1ccc(C(C)C)cc1)CCCCC3	-4%
C=C(C)C1Cc2c(C)nn(-c3cccc4cccnc34)c2C1 (centres undefined)	33%[activator]
COc1ccc(CNC[C@H]2O[C@H](Cc3cc(-c4cccc(O)c4)on3)CC[C@@H]2O)cc1	12%[86.2 µM]
COc1cccc2cc(C(=O)N3CCN(c4ccc(C)cc4)CC3)c(=O)oc12	-16%
Cc1oc2c(c1C(=O)N(C)C)CN(C(=O)c1ccnn1C)CC2	3%
COc1cc(C(=O)Nc2ccc3oc(C)nc3c2)ccc1C	17%
O=C(C1CCCO1)N1CCN(S(=O)(=O)c2cc(F)ccc2F)CC1 (centres undefined)	-25%
O=C(CCc1nnc2n(Cc3ccccc3Cl)c(=O)c3ccccc3n12)Nc1ccc(F)c(F)c1	4%
Cc1cccc(CN2CCN(Cc3cc(=O)oc4c(C)c(O)ccc34)CC2)c1	?
CCOc1ccc2c(n1)CCN(C(=O)c1cccnc1)C2	-21%
O=C(O)c1c(-c2ccccc2)nnc2ccccc12	7%
COc1cc(OC)c(Nc2ncncc2-c2nc(-c3ccccc3)no2)cc1Cl	-5%
N#Cc1nc(-c2ccc(S(=O)(=O)N3CCOCC3)cc2)oc1N1CCC(Cc2ccccc2)CC1	?
Cc1cc(OCC(=O)Nc2cc(-c3nc4ncccc4o3)ccc2C)ccc1Cl	2%
CCN(CC)S(=O)(=O)c1cc(NC(=S)Nc2cccc(C)c2)ccc1C	-6%
CN(C(=O)[C@@H]1C[C@@H](c2ccc(F)cc2)N(CCOc2ccccc2)C1)c1cccnc1	-2%[86.2 µM]
Cc1cnc(C(=O)N[C@@H]2CCC[C@@H]2C(=O)NCC2CCCCC2)cn1	10%
N#Cc1ccccc1COC(=O)c1ccc(C(=O)c2ccccc2)cc1	2%
N#Cc1cccc(NC(=O)N[C@H]2[C@H](O)[C@@H](N3CCCCC3)[C@@H]3OC[C@H]2O3)c1	-36%[86.2 µM]
Cc1ccccc1C(=O)Nc1nc(-c2ccc(Cl)s2)cs1	?

Sorted by molar mass (low to high): 16 of the compounds above.
SMILES	KDM5B inh
O=C(O)c1c(-c2ccccc2)nnc2ccccc12	7%
CCOc1ccc2c(n1)CCN(C(=O)c1cccnc1)C2	-21%
C=C(C)C1Cc2c(C)nn(-c3cccc4cccnc34)c2C1 (centres undefined)	33%[activator]
COc1cc(C(=O)Nc2ccc3oc(C)nc3c2)ccc1C	17%
Cc1oc2c(c1C(=O)N(C)C)CN(C(=O)c1ccnn1C)CC2	3%
Cc1ccccc1C(=O)Nc1nc(-c2ccc(Cl)s2)cs1	?
N#Cc1ccccc1COC(=O)c1ccc(C(=O)c2ccccc2)cc1	2%
Cc1cnc(C(=O)N[C@@H]2CCC[C@@H]2C(=O)NCC2CCCCC2)cn1	10%
O=C(C1CCCO1)N1CCN(S(=O)(=O)c2cc(F)ccc2F)CC1 (centres undefined)	-25%
N#Cc1cccc(NC(=O)N[C@H]2[C@H](O)[C@@H](N3CCCCC3)[C@@H]3OC[C@H]2O3)c1	-36%[86.2 µM]
Cc1cccc(CN2CCN(Cc3cc(=O)oc4c(C)c(O)ccc34)CC2)c1	?
CCN(CC)S(=O)(=O)c1cc(NC(=S)Nc2cccc(C)c2)ccc1C	-6%
Cc1cc(OCC(=O)Nc2cc(-c3nc4ncccc4o3)ccc2C)ccc1Cl	2%
COc1cc(OC)c(Nc2ncncc2-c2nc(-c3ccccc3)no2)cc1Cl	-5%
COc1ccc(CNC[C@H]2O[C@H](Cc3cc(-c4cccc(O)c4)on3)CC[C@@H]2O)cc1	12%[86.2 µM]
N#Cc1nc(-c2ccc(S(=O)(=O)N3CCOCC3)cc2)oc1N1CCC(Cc2ccccc2)CC1	?

The results go on:
SMILES	KDM5B inh
CCOC(=O)COc1cc(C)cc2oc(=O)cc(-c3ccccc3)c12	-20%
COc1ccc2cc(C(=O)N(C)Cc3ccc(C(N)=O)cc3)[nH]c2c1	16%
COc1ccc(NC(=O)Cn2c(=O)n(Cc3ccc(C(=O)NCc4ccccc4Cl)cc3)c(=O)c3ccccc32)cc1OC	-23%
O=S(=O)(Nc1cccc(C(F)(F)F)c1)c1ccc(-c2cnc(C3CC3)o2)cc1	-26%
Cc1ccc(C)c(Cn2c(=O)n(-c3ccc(Cl)cc3)c(=O)c3c4c(sc32)CCC4)c1	-17%
NC(=O)[C@@H](Cc1c[nH]c2ccccc12)NC(=O)[C@H]1CN(C(=O)C2CCNCC2)CCN1C(=O)N1CCOCC1	55%[activator]
O=C1CC(c2ccccc2O)Cc2nc(N3CCN(c4ccccc4F)CC3)ncc21 (centres undefined)	8%
CNC(=O)NC(=O)C(C)Sc1cc(C)c2cccc(C)c2n1 (centres undefined)	-21%
CC(c1cc2ccccc2o1)N(C)S(=O)(=O)c1ccccc1 (centres undefined)	-6%
COc1ccc(C(=O)NC(C(=O)NC(C)C)C2CCN(C(=O)c3ccccc3C)CC2)cc1 (centres undefined)	6%
Cc1ccccc1NC(=O)Cn1c(=O)n(CCc2ccccc2)c(=O)c2ccccc21	-25%
CC(C)C(=O)NCC1(N(C)C)CCCCC1	?
Cc1cnc(C(=O)NCc2cccs2)cn1	-5%
O=S(=O)(c1ccccc1)c1nc(-c2ccc(Cl)cc2Cl)oc1N1CCCCCC1	-7%
CCCc1nc(C(=O)NCC2CCN(Cc3ccc(C)o3)CC2)cs1	-2%
CC(=O)C1=C(c2ccc(Cl)c(Cl)c2)N(C(C)=O)n2c(nnc2-c2ccccc2)S1	-1%
N#Cc1ccccc1OCc1csc(-c2ccccc2)n1	-2%
Cc1ccc(S(=O)(=O)n2c3ccccc3c3nc(C)sc32)cc1	5%
Cc1ccc(-c2noc(-c3cccn3CC(=O)N3CCC(C)CC3)n2)cc1	3%
COc1ccc(-n2nnc(C(=O)OCc3cc(C)ccc3C)c2C)cc1	17%
CCN(Cc1nc(-c2ccc(Cl)cc2)no1)C(=O)Nc1cccc2ccccc12	?
Cc1cnc(CCNC(=O)c2ccc(C#N)cc2)n1C1CC1	1%
COC(=O)CC(NC(=O)CCc1ccccc1F)c1cccs1 (centres undefined)	24%
Cc1ccc(NC(=O)CN(C)CCOc2ccccc2)c([N+](=O)[O-])c1	4%
CN(C)c1ccc(C=Nc2ccc(Br)cc2)cc1	-27%
Cc1ccc(S(=O)(=O)N2CCN(C(=O)c3cc4ccc(F)cc4nc3C)CC2)c(C)c1	-2%
